Screening results (PubChem)
D2 antag – antagonists of human D2 dopamine receptor; P14416; HEK293 TREx D2 cells, calcium flux, dopamine EC80; inhibition, % at 10 µM; 340,000 compounds, 2% hits; AID 485344; in the data active means inhibition above about 30%; further: 0% is about no effect
Target sequence (P14416 whole entry, looked up): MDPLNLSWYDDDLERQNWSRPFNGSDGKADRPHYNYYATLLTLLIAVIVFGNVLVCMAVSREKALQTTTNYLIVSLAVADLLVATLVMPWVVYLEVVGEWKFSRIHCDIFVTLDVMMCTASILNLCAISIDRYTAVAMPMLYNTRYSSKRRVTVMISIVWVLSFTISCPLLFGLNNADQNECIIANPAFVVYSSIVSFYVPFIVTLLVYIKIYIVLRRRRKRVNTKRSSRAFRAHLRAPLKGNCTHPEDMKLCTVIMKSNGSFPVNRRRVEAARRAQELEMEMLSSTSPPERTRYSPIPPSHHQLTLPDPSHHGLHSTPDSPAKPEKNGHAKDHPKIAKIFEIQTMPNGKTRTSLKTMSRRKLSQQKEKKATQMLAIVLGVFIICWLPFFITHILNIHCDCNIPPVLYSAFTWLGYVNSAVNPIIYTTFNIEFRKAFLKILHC
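Overnight-induced (tetracycline, 30 C) HEK293 T-REx cells carrying force-coupled D2 receive a no-wash calcium dye, then compound, then EC80 dopamine at 180 s; signals are read kinetically throughout.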
TRHR agonist – agonists of human TRH receptor | 360,000 compounds, 0.18% hits | activation, % at 2 µM | P34981 | TRHR cells, calcium flux fluo-8, FDSS agonist mode; further: 0% is about no effect
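TRHR-expressing cells, plated overnight in medium with 10% serum, were loaded with fluo-8 calcium dye at room temperature. After a 10 s baseline, library compound was pin-added and calcium release was recorded kinetically (ex 480/em 530) as agonist response.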
TRHR PAM – allosteric enhancers of human TRH receptor | TRHR cells, fluo-8 calcium fluorescence, EC20 TRH enhancement | P34981 | AID 493056 | 360,000 compounds, 0.66% hits | enhancement, % at 2 µM; in the data active means enhancement above about 30%; further: 0% is about no effect
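Enhancer read-out: after compound pinning and an initial kinetic agonist-mode read, an EC20 of TRH (10 nM final) was injected and fluo-8 calcium signal (Ex 480/Em 530) followed at 1 s/cycle for 100 cycles in TRHR-expressing cells.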
D2 PAM – D2 dopamine receptor (human) potentiation; P14416; HEK293 T-REx D2, calcium flux, EC20 dopamine potentiation; potentiation, % at 10 µM; 340,000 compounds, 0.34% hits; AID 485347;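 active means potentiation over 3 SD above the plate norm, cut at about 30% in these data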; further: 0% is about no effect
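Tetracycline-induced Hek293 Trex D2 cells, force-coupled to calcium, loaded with no-wash calcium dye. Compound added with 180 s kinetic read for agonism, then EC20 dopamine and a further 180 s read for potentiation.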
D1 antag – human D1 dopamine receptor antagonism; 360,000 compounds, 3.2% hits; activity change, negative = inhibition, % at 10 µM; AID 504652; P21728; HEK293 TREx D1 cells, calcium flux, dopamine EC80; stronger effect = lower value; in the data active means activity change below about -30%; further: on the % scale 0 is the no-effect control and ±100 the full control effect
Target sequence (P21728 whole entry, looked up): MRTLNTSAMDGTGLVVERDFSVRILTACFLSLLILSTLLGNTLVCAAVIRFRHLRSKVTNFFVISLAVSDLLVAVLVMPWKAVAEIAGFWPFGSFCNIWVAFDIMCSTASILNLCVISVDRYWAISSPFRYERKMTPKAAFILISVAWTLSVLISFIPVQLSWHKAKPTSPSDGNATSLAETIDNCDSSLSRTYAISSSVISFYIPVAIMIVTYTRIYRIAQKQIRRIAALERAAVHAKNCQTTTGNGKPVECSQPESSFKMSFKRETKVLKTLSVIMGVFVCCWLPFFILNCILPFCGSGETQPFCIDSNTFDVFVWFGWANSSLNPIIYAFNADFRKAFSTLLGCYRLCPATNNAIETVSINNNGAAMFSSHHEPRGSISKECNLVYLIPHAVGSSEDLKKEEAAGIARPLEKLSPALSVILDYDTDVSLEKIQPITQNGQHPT
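Antagonism measured as reduced calcium response to an EC80 dopamine addition following 180 s compound pre-read; cells were inducible HEK293 Trex D1 plated overnight at 30 C, read kinetically at 1 cycle/sec.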
D1 PAM – enhances dopamine response at the human D1 receptor; AID 504651; HEK293 TREx D1 cells, calcium flux, dopamine EC20 potentiation; 360,000 compounds, 0.036% hits; potentiation, % at 10 µM; in the data active means potentiation above about 30%; further: 0% is about no effect
D2 agonist – agonists of human D2 dopamine receptor; P14416; HEK293 T-REx D2 cells, calcium flux agonist mode; activation, % at 2 µM; 340,000 compounds, 0.53% hits;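 active means activation over 3 SD above normal in the single-dose calcium agonist read, cut at about 30% in these data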; further: 0% is about no effect
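Calcium-flux readout, 1 cycle/sec over 180 s following compound pin transfer, in inducible HEK293 Trex D2 cells (force-coupled); dopamine controls included. Positive calcium responses during this window marked compounds as potential agonists.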
RXFP1 antagonist – antagonists of human relaxin receptor RXFP1; HEK293-RXFP1, relaxin-stimulated cAMP HTRF, 30 min; stronger effect = lower value; activity change, negative = inhibition, % at 57.5 µM; 350,000 compounds, 0.59% hits; AID 1259400;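 active means activity change of -60% or lower, but not beyond a set lower limit; inconclusive means change between -60% and -40%, or beyond the set limit; inactive means change above -40%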; further: on the % scale 0 is the no-effect control and ±100 the full control effect
D1 agonist – human D1 receptor agonism | P21728 | HEK293 T-REx D1 cells, calcium flux, agonist mode | activation, % at 2 µM | 360,000 compounds, 1% hits; further: 0% is about no effect
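Agonism was scored from calcium flux recorded over 180 s (1 read/s) after pintool compound addition, following a 10-cycle baseline. Cells were inducible force-coupled HEK293 TREx D1, plated overnight at 30 C and loaded with no-wash calcium dye.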
* hit, by the source's call; ? = inconclusive; nt = not tested or not shown. Unless noted, no stated cut-off is given here; in the data, active means activation above about 30%; inactive means the rest.

structure	D2 antag	TRHR agonist	TRHR PAM	D2 PAM	D1 antag	D1 PAM	D2 agonist	RXFP1 antagonist	D1 agonist
COc1ccc(C)cc1NC(=O)CCNS(=O)(=O)c1cccc(C(F)(F)F)c1	-17	-1.1	-4	-2	-2	0	0.0	-6	3
CC(C)(C)C(=O)NCc1ccc(C(=O)CSc2nnc(-c3ccncc3)n2C2CC2)s1	13	-0.1	-2	8	10	0	-0.7	-13	1
COCc1c(C#N)c(NCc2cc(OC)c(OC)c(OC)c2)nc(C)c1[N+](=O)[O-]	-9	0.1	-5	4	-21	-2	nt	-11	7
O=C(NNC(=O)c1c(O)c2ccccc2[nH]c1=O)c1ccccc1	-1	0.1	-4	-2	-4	-5	-0.1	10	0
Cc1ccccc1OCCCCc1c(C)n[nH]c1C	nt	-0.9	0	nt	-25	-5	nt	-19	8
CCOC(=O)c1sc(NC(=O)CSc2nnc(-c3ccco3)o2)c(C(=O)OCC)c1C	3	-0.5	8	-1	10	8	-0.3	2	2
COC(=O)Cc1csc(Nc2ccc(Cl)cc2)n1	-11	-1.4	-5	-5	0	-9	4.1	11	3
COc1ccc2nc(N3CCN(C(=O)C4COc5ccccc5O4)CC3)sc2c1 (stereo not drawn)	0	0.1	3	-6	-19	-2	0.0	-27	3
CCOC(=O)/C(C#N)=C1/CCCCCN1C	-3	1.1	-1	-3	-4	-7	-1.4	3	2
Cc1ccc(Sc2ccc(/C=C3/C(=O)NN(c4ccccc4)C3=O)o2)cc1	-2	-0.5	-10	-9	7	-2	-0.2	-10	2
O=c1c2cc(N3CCOCC3)ccc2[nH]c(=S)n1CCc1ccccc1	5	0.2	0	-5	-3	-1	0.1	-18	1
COC(=O)CSc1ncnc2c1cnn2-c1ccc(C)cc1C	12	-0.1	-3	-3	-8	0	-2.0	-22	4
Cc1ccc(OCc2nc(-c3ccc(C(=O)N4CCN(c5ccccc5)CC4)cc3)oc2C)cc1	nt	0.4	0	2	3	0	2.1	-4	2
COc1cccc(NC(=O)CSc2nnc(-c3ccoc3C)n2-c2ccccc2)c1	0	0.5	-1	-13	7	-1	-1.5	1	2
C=CCSC1=Nc2sccc2C2=NC(=O)CN12	-6	0.3	10	3	-4	0	0.6	-2	2
CCCCC1CCC(C(=O)OCC(=O)Nc2ccc(S(N)(=O)=O)cc2)CC1 (stereo not drawn)	3	0.0	8	9	4	0	2.0	-8	1
COc1ccc(OC)c(N(CC(=O)Nc2ccccc2)S(C)(=O)=O)c1	-1	-0.2	5	8	-2	-4	3.0	3	2
CCOC(=O)c1c(NC(=O)c2ccc(C)cc2)sc2c1CC(C)(C)NC2(C)C	1	0.6	4	5	5	-4	0.1	nt	1
O=C1OCCC1Sc1nnc(-c2ccccc2Cl)n1Cc1ccccc1 (stereo not drawn)	-9	0.3	-8	-1	2	1	0.3	-5	6
c1ccc(C2CCC(N3CCNCC3)CC2)cc1 (stereo not drawn)	-8	-0.4	8	-3	0	-1	-0.6	-7	12
C=CCn1c(C)cc(C(=O)COC(=O)/C=C/c2ccc(OC)cc2)c1C	3	0.6	-8	6	-25	-4	1.9	0	9
COc1ccc(C(=O)n2nc(-c3ccccc3)nc2SC)cc1	nt	-0.9	-7	nt	-5	1	nt	11	6
COc1ccc(C(=O)Nc2ccc(CN3CCOCC3)cc2)cc1	5	0.4	0	-5	-23	-5	-0.6	2	-1
CCCN1/C(=C2/SC(=S)N(CC)C2=O)C=Cc2ccccc21	19	-1.9	-1	1	-6	0	0.5	-2	7

Single records, from the list above. Order of screens: D2 antag | TRHR agonist | TRHR PAM | D2 PAM | D1 antag | D1 PAM | D2 agonist | RXFP1 antagonist | D1 agonist
Entry for Cc1ccc(OCc2nc(-c3ccc(C(=O)N4CCN(c5ccccc5)CC4)cc3)oc2C)cc1 = nt | 0.4 | 0 | 2 | 3 | 0 | 2.1 | -4 | 2
Entry for COc1cccc(NC(=O)CSc2nnc(-c3ccoc3C)n2-c2ccccc2)c1 = 0 | 0.5 | -1 | -13 | 7 | -1 | -1.5 | 1 | 2
Entry for CCOC(=O)c1c(NC(=O)c2ccc(C)cc2)sc2c1CC(C)(C)NC2(C)C = 1 | 0.6 | 4 | 5 | 5 | -4 | 0.1 | nt | 1

(list continues)
structure	D2 antag	TRHR agonist	TRHR PAM	D2 PAM	D1 antag	D1 PAM	D2 agonist	RXFP1 antagonist	D1 agonist
Cc1[nH]c(=O)[nH]c(=O)c1C1N2CC3(C(C)C)CN1CC(C(C)C)(C2)C3=O (stereo not drawn)	nt	0.8	-3	-1	9	-1	nt	-9	-1
O=C(Nc1cnc2ccccc2c1)C1COc2ccccc2O1 (stereo not drawn)	-11	-1.3	-10	-5	0	-5	-0.2	-13	1
COc1ccc(CNC(=O)CCCN2C(=O)CSc3c2c(C)nn3-c2ccccc2)cc1	nt	-0.5	-1	-3	-1	-4	0.4	nt	0
CCCn1c(NCc2ccccc2C)nc2ccccc21	nt	-0.4	1	-20	15	-4	2.2	nt	9
O=C(CSc1nnc(CCc2ccccc2)n1-c1ccc(Cl)cc1)c1ccccc1	5	0.4	1	-9	9	-4	-0.2	-3	8
COc1ccc(-c2n[nH]c(C)c2-c2cnn(-c3ccccc3)c2)c(O)c1	10	0.1	0	16	-19	2	0.9	-30	0
CCOC(=O)Cc1csc(NC(=O)CCC(=O)O)n1	7	-1.5	0	1	0	2	-0.1	-1	6
O=C(Nc1cccc(F)c1)/C(=C\c1ccco1)NC(=O)c1ccco1	11	-0.2	4	13	-26	0	-0.7	10	3
O=C(CNC(=O)c1ccccc1F)OCn1nnc2ccccc2c1=O	25	0.1	1	-13	-2	-3	0.1	9	1
O=C(NCCCn1ccnc1)c1cn(Cc2ccc(F)cc2)nn1	-12	0.3	0	-2	-16	3	-0.3	-5	2
Cc1ccc(NC(=O)Nc2nnc(CSCCOc3ccc(Cl)cc3)s2)cc1	-16	0.3	15	0	11	-2	0.8	-12	4
Cc1cc(O)c(NC(=S)NC(=O)c2ccc(-c3ccc(Cl)cc3)o2)cc1C	-5	0.0	-1	-1	-34*	-2	0.6	-2	2
O=C(O)c1cccc(Cn2c(Cl)c(/C=N/Nc3ccccc3)sc2=O)c1	17	1.4	2	nt	-4	1	1.2	-74*	20
O=C(COc1cc2oc(=O)c3c(c2cc1Cl)CCCC3)NCc1cccnc1	-12	0.1	2	5	-8	-4	-1.7	15	3
O=C(O)C1Cc2ccccc2CN1S(=O)(=O)/C=C/c1ccccc1 (stereo not drawn)	21	0.7	-1	4	-3	0	-6.5	-22	0
CCc1c(C(=O)Nc2ccccc2C(N)=O)csc1C	15	0.3	23	7	-16	-2	0.3	-4	1
CCCCSC1=C(C#N)C(c2ccccc2C)C(C(=O)OCC)C(=O)N1 (stereo not drawn)	25	0.2	8	8	-6	1	-0.7	0	9
O=C(O)CCc1cc(F)c(S(=O)(=O)N2CCN(S(=O)(=O)c3ccc4c(c3)OCCO4)CC2)cc1F	nt	-1.9	10	nt	12	2	nt	nt	1
CC(NC(=O)c1cn(C(C)c2ccccc2F)nn1)c1ccncc1 (stereo not drawn)	-6	0.4	-4	1	3	-4	0.5	-2	6
COc1ccccc1NC(=O)N1CCCC(C(=O)Nc2cccc(C)c2C)C1 (stereo not drawn)	-8	-0.3	2	-2	3	1	-0.1	-12	0
CCCCCc1ccc(C2=NNC(=O)CC2)cc1	10	-0.4	-2	-3	-17	1	-1.7	6	4
O=C(Cn1c(=O)n(Cc2ccc3c(c2)OCO3)c(=O)c2ccccc21)Nc1cccc(Cl)c1	nt	2.0	9	0	-7	2	0.2	nt	6
CCC(Sc1ccc2nnc(-c3ccc(OC)c(OC)c3)n2n1)C(=O)O (stereo not drawn)	nt	0.5	-4	0	-22	-8	nt	-26	-1
Cc1cccc(-n2ncc(C#N)c2-n2cccc2)c1	28	-0.7	1	12	0	-2	-0.9	-7	2
CCCn1c(SCC(=O)N2c3ccccc3CCc3ccccc32)nc2c1c(=O)n(C)c(=O)n2C	-28	0.3	-2	2	-9	0	0.2	-8	-1
CN(c1ccc(OCC(=O)OCC(=O)Nc2ccccc2)cc1)S(=O)(=O)c1cccs1	7	-1.7	6	17	-47*	-5	-1.0	-14	21
COC(=O)C1=C(C)N(c2ccc(S(N)(=O)=O)cc2)C(=O)C1	-5	0.7	-2	-21	-7	3	1.4	0	1
COc1ccc(/C(O)=C2/C(=O)C(=O)N(CCCN(C)C)C2c2ccccc2)cc1Cl (stereo not drawn)	-5	0.5	4	-4	-3	2	0.4	nt	1
CC(C)c1cc(-c2cc(-c3ccc(Cl)cc3)on2)nc(NC2CCCC2)n1	nt	0.4	2	0	12	4	nt	nt	2
CC(=O)N1CCC(=NNc2ccnc3cc(Cl)ccc23)CC1	8	0.7	19	-9	1	-3	20	-4	19
COc1ccc(C)cc1NC(=O)c1cnc2scc(C)n2c1=O	9	-0.1	-10	11	6	-3	0.0	nt	1
Cc1ccc(NC(=O)Cn2c(O)c(N=NC(N)=S)c3ccccc32)cc1	14	1.2	-3	4	-12	-7	0.4	-29	4
O=C(COC(=O)c1ccccc1Br)NC1CCCC1	-16	0.1	-5	-2	0	-4	0.4	-5	2
COc1ccc(OC)c(C(c2nnnn2CC2CCCO2)N2CCN(C3CCCC3)CC2)c1 (stereo not drawn)	-1	0.4	1	2	1	-5	-0.4	-4	2
O=C1N(c2ccc(Cl)cc2)C(c2ccccc2)N2CCCN12 (stereo not drawn)	13	-0.5	-2	1	12	-4	-0.3	-10	3
COC(=O)c1ccc(Nc2cc(C)nc3ccc(C)cc23)cc1	-7	0.0	9	-10	-14	-11	0.0	13	1
Cc1ccc(S(=O)(=O)N2CCC(C(N)=O)CC2)cc1C(=O)NC1CCCCC1	-13	-0.4	-7	0	-3	-8	0.5	?	0
Cn1c(=O)c2nc(SCC(=O)Nc3ccc(Cl)c(Cl)c3)n(C)c2n(C)c1=O	nt	0.2	-2	-4	nt	0	-0.2	-10	-3
N#CC(C(=O)NC1CCCCC1)c1nc2ccccc2nc1N1CCOCC1 (stereo not drawn)	-1	0.6	4	-2	22	-1	-0.6	nt	2
O=C(c1cc2ccccc2o1)n1nnc2ccccc21	-1	0.4	-4	0	-4	-8	1.1	-4	3
COc1ccc(S(=O)(=O)N(C)CC(=O)N2CCOCC2)cc1	7	0.6	6	2	-12	-3	-1.0	-9	0
O=C(COC(=O)CCC(=O)c1cccs1)NCc1ccco1	4	-0.5	2	0	8	-3	-0.2	11	0
Cn1cnnc1Sc1cc(N2CCN(S(=O)(=O)c3ccc4ccccc4c3)CC2)ccc1[N+](=O)[O-]	-2	-1.2	-6	10	0	1	0.2	10	4
